# Bioassay records from PubChem BioAssay.
# TDP1 cell CPT: DT40-hTDP1 cell growth loss with CPT; chicken DT40 Tdp1-/-;hTDP1 cells + 20 nM CPT, ATP luminescence, 48 h; Potency, µM (series often up to 46.2 µM), for the others: top-dose activity change, negative = growth inhibition, actives largely listed as inhibitors; 420,000 tested, 12% active; AID 686979; also: nearly all actives have a fitted effect of over 55% in size
#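 Cell growth measured by CellTiter-Glo luminescence after a minimum 48 h, 37 C compound exposure with 20 nM CPT in Tdp1-knockout DT40 cells stably expressing hTDP1, seeded 400/well; qHTS titration format.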
# DT40 TDP1 no CPT: qHTS for Inhibitors of human tyrosyl-DNA phosphodiesterase 1 (TDP1): qHTS in cells in absence of CPT. DT40 Tdp1-/- hTDP1 cells, no CPT, ATP luminescence, 48 h. Potency, µM (doses to about 46.2 µM), inactives show top-dose activity change, negative = growth inhibition, most hits filed as inhibitors. 420,000 tested, 15% active. AID 686978, 2013; also: nearly all actives have a fitted effect of over 55% in size
#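 Growth of hTDP1-complemented DT40 Tdp1-knockout cells is measured by ATP luminescence after at least 48 hr compound exposure at 37 °C, with DMSO substituting for the 20 nM CPT used in the parallel screen.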
# GCN5L2 inh: inhibitors of human GCN5L2 histone acetyltransferase; Q92830; GCN5L2 HAT assay, ThioGlo1 CoA-SH fluorescence; Potency, µM (top dose mostly 58.9 µM), without a hit: at the highest dose activity change, negative = inhibition, most hits filed as inhibitors; 390,000 tested, 0.21% active; AID 504327
# Target sequence (Q92830 whole entry, looked up): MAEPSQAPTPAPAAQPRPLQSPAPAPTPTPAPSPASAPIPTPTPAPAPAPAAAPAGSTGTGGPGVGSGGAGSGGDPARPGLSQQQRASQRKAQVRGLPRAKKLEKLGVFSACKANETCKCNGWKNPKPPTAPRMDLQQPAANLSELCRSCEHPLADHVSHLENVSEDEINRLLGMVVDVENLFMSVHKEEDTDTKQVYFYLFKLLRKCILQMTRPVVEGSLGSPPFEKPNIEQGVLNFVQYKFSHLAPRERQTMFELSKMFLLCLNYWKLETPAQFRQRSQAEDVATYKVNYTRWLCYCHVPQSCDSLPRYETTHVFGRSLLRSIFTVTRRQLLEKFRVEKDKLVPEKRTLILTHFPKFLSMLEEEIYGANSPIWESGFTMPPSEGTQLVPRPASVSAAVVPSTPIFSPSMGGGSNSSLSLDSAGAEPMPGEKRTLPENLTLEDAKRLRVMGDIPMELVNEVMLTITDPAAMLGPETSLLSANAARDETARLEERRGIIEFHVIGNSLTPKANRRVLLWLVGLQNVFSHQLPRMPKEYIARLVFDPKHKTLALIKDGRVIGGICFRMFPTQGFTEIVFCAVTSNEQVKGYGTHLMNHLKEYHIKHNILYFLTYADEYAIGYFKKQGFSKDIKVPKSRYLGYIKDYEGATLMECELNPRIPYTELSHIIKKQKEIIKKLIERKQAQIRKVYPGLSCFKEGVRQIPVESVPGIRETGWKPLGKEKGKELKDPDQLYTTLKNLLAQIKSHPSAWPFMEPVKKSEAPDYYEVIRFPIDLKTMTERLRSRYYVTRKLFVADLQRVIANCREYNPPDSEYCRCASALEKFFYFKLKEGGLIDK
#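 GCN5L2 (20nM final) in 50mM HEPES, 0.1mM EDTA pH 7.5, 0.01% Tween-20 was preincubated 15 min at room temperature with compound, then given ThioGlo1 (50uM), H3(1-25) peptide (75uM) and acetyl-CoA (70uM); CoA-thiol fluorescence (Ex340/Em540) was read at 0 and 20 min.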
# * hit, by the source's call; ? = inconclusive; / = not tested or not shown; & = joins results of further samples; [ ] = dose if it differs, or a comment. Calls follow the shape of the dose curve; as a rule, active = well fitted curve in the direction sought with a large enough effect; inconclusive = small, poorly fitted or top-dose-only effect, or another doubt; inactive = no such curve, though single readings can be large; an effect the other way counts as inactive or inconclusive. % is scaled to controls: 0 for no effect and ±100 for the full control effect; potency is read from the fitted curve at half-maximal effect.
# The line under a structure holds: TDP1 cell CPT, DT40 TDP1 no CPT, GCN5L2 inh
COc1cccc(-c2cnc(C(O)c3cc(C)c(OC)c(C)c3)[nH]2)c1 (configuration not stated)
    -16.0%, ?, /
COc1ccccc1N(CC(=O)NCc1ccc(F)cc1)C(=O)CCC(=O)Nc1nccs1
    -4.5%, -10.6%, -0.9%
COc1ccc(NC(=O)c2cnc(SCC(=O)NCCc3ccccc3)n(C)c2=O)cc1
    ?, -27.4%, -6.3%
COCCCC1CCN(C(=O)CCc2nnc(CCCCc3ccccc3)o2)CC1
    ?, 14.6µM*, -19.1%
Cc1ccc(NC(=O)C2CCCN(S(=O)(=O)c3c(C)noc3C)C2)nc1 (configuration not stated)
    -13.8%, -28.4%, -4.9%
CN(CC(=O)NC1CCN(Cc2ccccc2)CC1)S(=O)(=O)c1ccc(Br)s1
    ?, ?, -22.1%
Oc1c(C(c2ccc(F)cc2)N2CCOCC2)sc2nc(-c3ccco3)nn12 (configuration not stated)
    6.5%, -19.5%, -19.7%
O=C(O)/C=C/c1ccc([N+](=O)[O-])o1
    -1.5%, -28.4%, -7.8%
COC(=O)CC/C(O)=C1\C(=O)CC(C)(C)CC1=NCc1nc2ccccc2[nH]1
    -25.7%, ?, -10.8%
COc1ccc(CNS(=O)(=O)CCNC(=O)c2ccc3c(c2)OCO3)cc1
    4.2%, -16.9%, -0.5%
Cc1cc(NC(=O)Cn2c(=O)n(Cc3ccccc3)c(=O)c3ccccc32)no1
    -0.8%, -26.6%, -5.4%
CN(C)CCP(=O)(c1ccccc1)c1ccccc1
    7.2%, ?, -9.3%
COc1ccc(-c2noc(=O)n2CC(=O)N2CCC(Cc3ccccc3)CC2)cc1
    ?, 23.1µM*, -3.9%
Cc1cc(C)cc(-n2c(C)cc(/C=C3\C(=N)N4N=C(CC(C)C)SC4=NC3=O)c2C)c1
    ?, ?, -7.0%
COc1ccc(/C=N/NC(=O)NC23CC4CC(CC(C4)C2)C3)c(OC)c1
    ?, 23.1µM*, -26.1%
COc1ccc(Br)cc1CNC(=O)CCc1nc(-c2ccccc2F)no1
    16.4µM*, ?, -4.1%
CCCn1cc(S(=O)(=O)c2ccccc2)c(=O)c2cc(OC)c(OC)cc21
    -5.3%, 17.1%, -7.3%
COCc1cc(=O)n2[nH]c(-c3ccsc3-n3c(C)ccc3C)cc2n1
    -15.6%, ?, -9.1%
CCOc1ccc(-c2nonc2NC(=O)c2oc3ccc(CC)cc3c2C)cc1
    18.4µM*, 20.6µM*, -11.9%
COC(=O)c1ccccc1NS(=O)(=O)c1ccc(F)cc1
    ?, -9.8%, -2.8%

# Part of the list above, set out differently:
Compound: COc1ccc(NC(=O)c2cnc(SCC(=O)NCCc3ccccc3)n(C)c2=O)cc1
  TDP1 cell CPT: ?
  DT40 TDP1 no CPT: -27.4%
  GCN5L2 inh: -6.3%

Compound: COCCCC1CCN(C(=O)CCc2nnc(CCCCc3ccccc3)o2)CC1
  TDP1 cell CPT: ?
  DT40 TDP1 no CPT: 14.6µM*
  GCN5L2 inh: -19.1%

# Returning to the listing, repeating the 2 entries before the break.
# The line under a structure holds: TDP1 cell CPT, DT40 TDP1 no CPT, GCN5L2 inh
CCOc1ccc(-c2nonc2NC(=O)c2oc3ccc(CC)cc3c2C)cc1
    18.4µM*, 20.6µM*, -11.9%
COC(=O)c1ccccc1NS(=O)(=O)c1ccc(F)cc1
    ?, -9.8%, -2.8%
COc1ccc(-c2nnc3sc(-c4cccs4)nn23)cc1OC
    10µM*, 11.2µM*, -6.0%
O=C(NC1CCCCC1)C(c1ccc2ncccc2c1)N(Cc1ccc2c(c1)OCO2)C(=O)c1cccs1 (configuration not stated)
    18.4µM*, ?, -16.1%
Cc1cnc(CNc2ncnc3ccc(-c4ccc(C(=O)N(C)C)cc4)cc23)cn1
    -2.6%, -2.4%, -11.1%
Cc1cc(NC(=O)CCS(=O)(=O)c2ccc(F)cc2)no1
    0.0%, -10.0%, 1.2%
CCCN(CCC)CCCNC(=S)Nc1ccc2nc(N3CCCC3)cc(C)c2c1
    ?, 13µM*, -2.6%
CN(C)CC/C=C1\c2ccccc2Sc2cc(F)c(Cl)cc21
    16.4µM*, 16.4µM*, /
O=C(CSc1ncc(-c2ccccc2)[nH]1)Nc1ccccc1F
    -26.6%, ?, -7.8%
S=C(NCc1cccnc1)Nc1ccc(Oc2ccc(Cl)cc2)cc1
    ?, ?, -4.9%
CCCOc1ccc(Cc2c(O)nc(SC)[nH]c2=O)cc1C
    -4.0%, 13.4%, -2.1%
OCC[n+]1ccc(/C=C/c2c[nH]c3ccccc23)cc1
    6.51µM*, 5.8µM*, 2.2%
O=C(COC(=O)c1ccc(F)cc1F)Nc1cccnc1Cl
    -1.6%, 0.9%, -3.4%
O=[N+]([O-])c1ccc(Nc2nc(NCCN3CCOCC3)nc(Nc3ccc(I)cc3)n2)cc1
    7.08µM*, 4.47µM*, /
O=P(COCCCCCOCP(=O)(c1ccccc1)c1ccccc1)(c1ccccc1)c1ccccc1
    16.4µM*, 18.4µM*, -0.3%
O=[N+]([O-])c1cccc(-c2csc(CS(=O)(=O)Cc3ccco3)n2)c1
    -17.9%, -25.7%, -4.1%
COc1ccc(C2=Nn3c(nnc3-c3ccccn3)SC2)cc1
    ?, ?, -3.6%
Cc1cc(/C=N/NC(=O)C(=O)N2CCCC2)c(C)n1-c1cccc(Br)c1
    ?, ?, -4.4%
COc1cc(OC)c(C2Nc3ccccc3NC3=C2C(=O)CC(C)(C)C3)cc1OC (configuration not stated)
    -3.7%, 8.2%, -0.6%
O=C(OCC1CCNCC1)c1ccc(F)cc1
    0.2%, 1.7%, /
Cc1ccccc1SC1CCN(Cc2nc(C3CC3)no2)CC1
    -3.7%, -8.4%, 3.9%
Cc1cc(C)cc(OCC(=O)Nc2ccc(S(=O)(=O)Nc3ccccn3)cc2)c1
    -11.1%, -19.5%, 0.5%
COc1cc(S(=O)(=O)N2CCN(c3ccccc3)CC2)ccc1Cl
    -9.0%, -8.6%, -4.0%
CCCOc1ccc2ccccc2c1/C=N/n1cnnc1
    -0.7%, -21.1%, -3.5%
COc1cccc(NC(=O)CC2SC(=Nc3ccccc3)NC2=O)c1 (configuration not stated)
    ?, ?, 0.0%
O=c1ccc2cc3ccoc3cc2o1
    15.6%&18.1%, -9.9%&-3.1%, 1.1%
CC(C)C(=O)NC(Nc1cccc([N+](=O)[O-])c1)C(Cl)(Cl)Cl (configuration not stated)
    ?, ?, -7.4%
Cc1ccc(C(=O)N(Cc2ccco2)Cc2sccc2C)cc1
    20.6µM*, 23.1µM*, -6.9%
O=C(c1ccc(S(=O)(=O)NCc2ccco2)cc1)N1CCCC1
    -18.7%, -0.9%, -13.4%
CCOc1ccc(CN(C)C(=O)CCc2ccc(S(=O)(=O)N3CCCCCC3)cc2)cc1
    -87.0%, -102.3%, -2.2%
Cc1cc(C)c2cc(CN(CCO)Cc3nnnn3Cc3ccc(F)cc3)c(=O)[nH]c2c1
    -23.3%, -23.3%, -13.8%
O=C(CSc1nc2cc(S(=O)(=O)N3CCOCC3)ccc2o1)Nc1c(F)cccc1F
    20.6µM*, 20.6µM*, -21.9%
O=C(COC(=O)c1ccc2ncsc2c1)NCc1cccc(Cl)c1
    3.1%, 3.7%, 2.0%
Cn1c(=O)c2c(nc(SCC(=O)NCc3ccco3)n2C)n(C)c1=O
    -0.7%, -6.6%, -2.2%
COc1ccc(N(CC(=O)Nc2ccc3c(c2)OCO3)S(=O)(=O)c2ccc(C)cc2)cc1OC
    ?, ?, -9.6%
CC(C)(C)c1ccc(-c2nc(C#N)c(NCc3ccncc3)o2)cc1
    -27.2%, -8.9%, -7.7%
CCCCc1ccc(NC(=O)N[C@H](C(=O)O)C(C)C)cc1
    16.4µM*, 7.31µM*, -8.1%
CC(C)(C)NC(=O)CSc1ncccc1-c1nc2ccccc2[nH]1
    10.4%, 0.1%, -0.4%
Cc1ccc(C(=O)N/C(=C\c2ccc(F)cc2)C(=O)NCCN2CCOCC2)cc1
    2.7%, -6.9%, -3.3%
Cc1ccccc1NC(=O)c1ccccc1O
    -19.8%, ?, -2.2%
O=C1CC(SC(=NCc2ccc3c(c2)OCO3)Nc2ccccc2)C(=O)N1c1ccccc1 (configuration not stated)
    ?, ?, -1.8%
O=c1cc[nH]c2c1ccc1cccnc12
    ?, ?, -3.7%
CC(=O)c1c(O)cc(O)cc1CC(=O)O
    8.2%, 4.5%, -3.4%
CCc1c(C)nc(SCc2nc(-c3ccccc3)no2)[nH]c1=O
    -28.1%, ?, -6.6%
Cn1c(=O)n(CC(=O)NCc2cccnc2)c2ccccc21
    -18.8%, 4.8%, -1.9%
C#CCn1c(-c2ccccc2)ccc(C#N)c1=O
    6.7%, -16.5%, 5.4%
COc1ccc(C(=O)NC(=O)N2CCCCC2)cc1
    0.9%, -12.8%, -13.0%
Cc1ccc(C)c(SCC(=O)OCC(=O)N2CC(C)OC(C)C2)c1 (configuration not stated)
    4.5%, -3.0%, 1.4%
Cc1ccc(Nc2sc(C(=O)c3ccccc3)c(N)c2S(=O)(=O)c2ccccc2)cc1Cl
    -26.9%, ?, -11.8%
O=C(O)[C@@H]1CCCN(S(=O)(=O)c2cccc3cccnc23)C1
    32.9%[activator], -1.7%, ?
O=C(NCC[C@H]1CC[C@@H](NC(=O)C2CCOCC2)[C@@H](CO)O1)Nc1ccc(Cl)cc1
    8.8%, -1.9%, /
COC(=O)c1sccc1NC(=O)Nc1cccc(C)c1C
    -17.3%, 0.5%, -2.6%
Cc1ccc(NC(=O)C(=O)NCC(c2cccnc2)N2CCc3ccccc3C2)cc1 (configuration not stated)
    20.6µM*, 16.4µM*, 0.3%
CC(C)C(=O)N1CCN(c2nc(-c3ccc(Cl)cc3)cs2)CC1
    23.1µM*, 13µM*, -0.6%
CCCNC(=S)Nc1c(C)n(C)n(-c2ccccc2)c1=O
    1.7%, 6.7%, 11.1%
CCOc1ccc(NC(=O)CN(C)C(=O)c2ccc(C)c(S(=O)(=O)N3CCCCC3)c2)cc1OCC
    -7.9%, -0.4%, -2.1%
CCN1CCN(C(=O)C2CCN(S(=O)(=O)N3CCC4(CC3)OCCO4)CC2)CC1
    -1.7%, 18.9%, -1.0%
CCc1ccccc1NC(=O)c1nnn(CC(=O)Nc2cccc(C)c2C)c1N
    -7.7%, 6.6%, -11.1%
Cc1cc(NC(=O)COC(=O)c2cccc(S(=O)(=O)N3CCOCC3)c2)no1
    -2.8%, 0.5%, -5.0%
CN(C)C(=O)COc1ccc(Oc2ccccc2)cc1
    2.5%, 4.9%, -6.3%

# Grouped by structure: the compounds so far containing a cyano group.
# The line under a structure holds: TDP1 cell CPT, DT40 TDP1 no CPT, GCN5L2 inh
CC(C)(C)c1ccc(-c2nc(C#N)c(NCc3ccncc3)o2)cc1
    -27.2%, -8.9%, -7.7%
C#CCn1c(-c2ccccc2)ccc(C#N)c1=O
    6.7%, -16.5%, 5.4%

# Entries of single compounds as entered above:
# Shown for COc1ccc(NC(=O)c2cnc(SCC(=O)NCCc3ccccc3)n(C)c2=O)cc1 = TDP1 cell CPT = ?; DT40 TDP1 no CPT = -27.4%; GCN5L2 inh = -6.3%
# Shown for COc1ccc(CNS(=O)(=O)CCNC(=O)c2ccc3c(c2)OCO3)cc1 = TDP1 cell CPT = 4.2%; DT40 TDP1 no CPT = -16.9%; GCN5L2 inh = -0.5%
# Shown for COC(=O)c1sccc1NC(=O)Nc1cccc(C)c1C = TDP1 cell CPT = -17.3%; DT40 TDP1 no CPT = 0.5%; GCN5L2 inh = -2.6%
